Compound activity deposited in PubChem by several laboratories.
NPY-Y1 antag = blocks the human neuropeptide Y Y1 receptor; HEK293-CNG Y1 cells, membrane potential fluorescence; NPY at EC95, then isoproterenol; P25929; AID 1040; inhibition, % at 3.6 µM; 1% of 200,000 active;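 active = inhibition above the campaign mean inhibition of all tested compounds plus 3 SD, cut at about 20% in these data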;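 note: 0% = DMSO wells given NPY plus isoproterenol and 100% = isoproterenol alone without NPY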
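Assay system: HEK293 Y1/CNG channel cell line; Doses: single compound dose of 3.6 µM, 0.4% DMSO; Timing: dye 3 h, compound 60 min room temperature, stimulation 45 min; Technique: Membrane-potential fluorescent dye readout; Measure: % inhibition of NPY effect.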
NCF1 inh = inhibitors of human p47phox binding | P14598 | p47phox/p22phox peptide binding, fluorescence polarization, 2 h | inhibition, % at 24.7 µM | 0.53% of 220,000 active;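 active = inhibition above about 30%, limit read from the data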;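 note: 0% = p47phox with labelled peptide and 100% = labelled peptide alone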
S1P4 ag = human S1P4 receptor agonism | O95977 | S1P4-expressing cell line, agonist reporter assay | activation, % at 4.98 µM | 0.35% of 220,000 active | AID 1509; in the data active = activation above about 11%;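 note: 0% = DMSO vehicle and 100% = reference agonist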
Target sequence (O95977 whole entry, looked up): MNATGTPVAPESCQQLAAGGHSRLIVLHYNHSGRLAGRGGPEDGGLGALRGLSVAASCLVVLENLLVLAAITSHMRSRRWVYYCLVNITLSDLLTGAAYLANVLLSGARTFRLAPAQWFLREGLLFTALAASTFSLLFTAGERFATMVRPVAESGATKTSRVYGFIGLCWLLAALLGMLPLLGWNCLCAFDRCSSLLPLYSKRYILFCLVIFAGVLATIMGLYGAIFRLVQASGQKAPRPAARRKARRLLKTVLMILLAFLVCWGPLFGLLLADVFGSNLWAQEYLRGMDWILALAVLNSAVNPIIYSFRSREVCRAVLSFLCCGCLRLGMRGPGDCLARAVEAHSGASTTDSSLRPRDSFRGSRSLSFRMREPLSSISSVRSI
CHOP inh = inhibitors of CHOP induction in ER stress response; CHO-K1 CHOP-promoter luciferase, tunicamycin-induced, 15-18 h; inhibition, % at 10 µM; 3.8% of 220,000 active; AID 2732;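 active = compounds that reduced the stress-induced luciferase reporter signal by more than about 70% of percent inhibition, limit read from the data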;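 note: 0% = tunicamycin plus vehicle and 100% = wells without tunicamycin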
Ba/F3 V617F tox = reduce viability of Ba/F3 cells dependent on JAK2V617F; Ba/F3 EpoR-JAK2V617F viability, ATP luminescence; inhibition, % at 5.6 µM; 1.1% of 220,000 active;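 active = inhibition above the campaign mean plus 3 SD over all tested compounds, cut at about 24% in these data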;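 note: cytokine-independent growth of Ba/F3 cells driven by EpoR plus mutant JAK2; 0% = DMSO-treated cells and 100% = JAK inhibitor I control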
BaF3 parental = parental Ba/F3 viability inhibition as JAK2V617F counter-screen. CellTiter-Glo ATP luminescence. inhibition, % at 5.6 µM. 1.1% of 220,000 active. AID 1486;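 active = inhibition above a per-campaign cutoff, the mean inhibition of all tested compounds plus 3 SD, cut at about 27% in these data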;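 note: 0% = DMSO wells and 100% = JAK Inhibitor I control wells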
NPY-Y1 PAM-ag = potentiators or agonists of human neuropeptide Y receptor Y1 | NPY-Y1 expressing cells, potentiator/agonist activation | activation, % at 3.6 µM | 0.37% of 220,000 active; in the data active = activation above about 33%, passing the limit was not always enough;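 note: cells stimulated with NPY at EC10 then isoproterenol at EC100; 0% = low agonist plus stimulus and 100% = saturating agonist plus stimulus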
S1P4 antag = blocks the human S1P4 receptor; O95977; S1P4-expressing cells, antagonist mode, reporter read-out; inhibition, % at 4.98 µM; 0.26% of 220,000 active; in the data active = inhibition above about 29%;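 note: 0% = wells stimulated with agonist and 100% = vehicle wells without agonist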
NPY-Y2 PAM-ag = potentiators or agonists of human neuropeptide Y receptor Y2; activation, % at 3.6 µM; cells expressing NPY-Y2, potentiator/agonist read-out; 0.45% of 220,000 active; in the data active = activation above about 27%;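 note: cells stimulated with NPY near EC25 plus isoproterenol at EC100; 0% = vehicle plus submaximal agonist and 100% = vehicle plus saturating agonist; some results beyond the cut were filed as inactive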
Target sequence (P49146 whole entry, looked up): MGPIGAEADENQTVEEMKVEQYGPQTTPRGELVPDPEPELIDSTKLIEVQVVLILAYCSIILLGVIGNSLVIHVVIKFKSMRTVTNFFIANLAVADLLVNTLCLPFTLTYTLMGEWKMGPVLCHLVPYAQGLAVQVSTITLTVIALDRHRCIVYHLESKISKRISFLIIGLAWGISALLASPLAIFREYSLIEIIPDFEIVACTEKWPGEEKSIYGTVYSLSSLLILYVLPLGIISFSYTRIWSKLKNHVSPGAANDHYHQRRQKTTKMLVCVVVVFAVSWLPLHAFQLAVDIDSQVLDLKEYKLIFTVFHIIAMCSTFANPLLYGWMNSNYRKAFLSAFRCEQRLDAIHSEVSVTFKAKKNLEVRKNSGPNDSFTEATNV
Active calls of the source: *; . = not tested or not shown.

SMILES	NPY-Y1 antag	NCF1 inh	S1P4 ag	CHOP inh	Ba/F3 V617F tox	BaF3 parental	NPY-Y1 PAM-ag	S1P4 antag	NPY-Y2 PAM-ag
Fc1ccc2[nH]c3c(N4CCN(C5CCCCC5)CC4)ncnc3c2c1	-1	3	1.0	-4	-2	5	3	-24	7
Cc1ccc2nc(SCC(=O)Nc3cccc(S(=O)(=O)NC4=NCCCCC4)c3)[nH]c2c1	.	-7	0.1	21	21	-4	5	-6	-8
COCCn1c(-c2cccs2)nc2c(c(=O)c3ccccc3n2C)c1=O	1	-6	-0.2	0	-3	7	9	-3	9
CCOC(=O)/C(C(=O)Nc1ccc(Cl)cc1Cl)=C1/NC(C)(C)Cc2ccccc21	0	-20	1.9	-5	-1	8	-20	-18	2
CCCCNC(=S)Nc1ccc(Oc2ccccc2)cc1	-5	22	-0.1	5	3	6	-21	7	-13
COc1ccc(-c2cc(CCCC(=O)NCCc3ccc(OC)cc3OC)no2)cc1	3	-11	-1.1	50	2	7	-13	11	-10
CCCOc1ccc(C(=O)N2CC3(CC(c4cccc(NC(=O)[C@@H]5CCC(=O)N5)c4)=NO3)C[C@H]2C(=O)NC2(C(N)=O)CC2)cc1 (some centres undefined)	2	10	1.4	-7	-1	2	4	7	-3
ClCc1cc2ccccc2nc1Cl	3	1	2.2	-122	5	11	-14	9	1
CCC(=O)c1c[nH]c(C(=O)NCc2ccco2)c1	-4	-6	0.0	6	5	1	2	-10	3
CC(Nc1cc(N2CCN(S(C)(=O)=O)CC2)ccc1[N+](=O)[O-])c1ccccc1 (centres undefined)	-4	-7	-0.7	28	4	9	27	-10	12
C/C(=C\c1ccccc1)C(=O)c1c(C)cc(C)[nH]c1=O	0	2	-0.8	-5	-6	-4	4	-22	6
CCN(CC)N=Nc1ccc(S(N)(=O)=O)cc1	0	-4	2.5	20	-2	8	18	-22	11
CC(=O)NC(Cc1ccc(C)cc1)C(=O)NC1CCN(C(=O)c2cnccn2)CC1 (centres undefined)	1	1	1.8	28	1	5	-14	5	5
O=C(COc1ccc(Br)cc1CNCCCN1CCOCC1)Nc1ccccc1	5	-12	1.1	10	3	4	-19	-16	-20
CCn1ccc(C(=O)Oc2ccc(Cl)cc2)n1	0	-8	-0.7	29	-1	7	8	-7	4
COc1cc(OC)c(OC)cc1CN1CCN(c2ccccc2OC)CC1	-2	-1	0.0	-17	-3	2	3	0	-5
COc1ccc(C(C)C)cc1S(=O)(=O)n1ccnc1C	0	8	-1.1	38	4	9	5	-18	3
Cc1ccc(-c2nnc(-c3cccc(Br)c3)o2)cc1	3	-9	-0.3	5	-2	11	-20	-5	-4
CCOc1ccccc1N1C(=O)CC(N(O)c2ccccc2)C1=O (centres undefined)	-1	-6	1.1	21	5	9	-4	1	-1
O=C(NC(=S)N1CCN(c2nc(-c3ccccc3)cs2)CC1)c1cncc(Br)c1	2	-14	-1.8	12	-3	4	-5	-6	-5
CC1=C(C(=O)OC(C)C)C(C)C(C(=O)OC(C)C)=C(C)N1	4	-12	0.8	45	-2	2	4	-4	19
COC(=O)c1ccc(Cc2ccccc2)o1	-3	-3	-0.7	-38	0	2	7	-2	-10
CN(CC(=O)Nc1ccc(C#N)cc1)Cc1ccc(Cl)cc1Cl	3	-10	-2.9	57	3	2	-12	-6	-26
Cc1nc2c3ccccc3n(Cc3ccccc3F)c2s1	2	-8	10	13	4	8	-4	-14	6
CC(/C=C/c1ccccc1)=N/NC(=O)CCC(=O)Nc1ccccc1C	6	-4	0.0	55	-2	0	18	-15	-10
N#Cc1cc2c(nc1SCC(=O)Nc1sc3c(c1C#N)CCC3)CCCC2	0	-51	-2.2	-61	-2	5	2	-11	5
CSc1ccc(C#N)cc1NC(=O)c1ccccc1	4	-4	0.0	17	0	5	4	-3	-3
Cc1cc(C)n(C)c(=O)c1C#N	7	1	0.8	-9	-1	0	4	4	-1
CC(C)CNC(=O)CC(c1ccccc1)c1c(O)ccc2ccccc12 (centres undefined)	-3	-4	1.3	19	4	2	29	3	1
Cc1ccc(C=Nc2ccccc2C(N)=O)s1	7	5	1.9	7	66*	67*	-2	-14	1
O=C(O)CNC(=O)/C(=C\c1cccc([N+](=O)[O-])c1)NC(=O)c1ccco1	.	9	1.1	-7	-7	-2	-9	-13	-1
O=S(=O)(c1ccccc1)N1CCN(c2ccnc3cc(Cl)ccc23)CC1	-3	5	0.1	47	4	8	-15	14	-12
CN(c1ccccc1)c1cc(=O)[nH]c(=O)[nH]1	-2	-4	1.2	9	1	3	12	-6	8
CC(C)CNC(=O)c1ccccc1NC(=O)CN(c1ccccc1)S(=O)(=O)N(C)C	4	3	1.8	19	0	2	-5	-15	-31
CC1(C)CC(=O)c2cc(OCC(=O)O)ccc2O1	-8	2	2.1	-23	-5	2	-2	-16	1
COc1ccc(C2CC(C(F)(F)F)n3ncc(C(=O)NCC4CCCO4)c3N2)cc1OC (centres undefined)	-2	-13	2.2	39	-5	-1	0	1	8
O=C(CSc1nc(O)cc(=O)n1-c1ccccc1)Nc1ccc(Br)cn1	1	-10	-2.0	1	-2	1	-5	1	-4
COc1ccccc1N1CCN(C(=O)CSc2ccc3c(C)cc(C)nc3n2)CC1	0	1	1.4	45	7	6	-2	-6	1
Cc1[nH]nc2c1C(c1cccc(O)c1)C1=C(CC(C)(C)CC1=O)N2 (centres undefined)	-11	-10	-1.2	22	-5	-4	4	2	18
CS(=O)(=O)c1ccc2nc(NC(=O)c3ccc(N4CCCC4=O)cc3)sc2c1	.	-21	0.6	-17	-1	-4	-8	-8	-3
COc1ccc(CNC(=O)CN2CCN(C(c3ccccc3)c3ccccc3)CC2)cc1	-4	-9	1.2	45	-1	0	-2	-3	-2
O=C(CSc1ncc(-c2ccc(F)cc2)[nH]1)N1CCCCC1	-5	-5	2.4	14	-4	1	6	-21	-7
COc1cccc(C(=O)Nc2ccc(C)cc2)c1	-9	-6	-1.4	6	-2	2	-14	-22	8
Cc1nn(C)cc1CN(C)C(=O)c1cc(-c2ccccc2)nc2ccc(Br)cc12	4	-11	-0.7	-3	-2	4	4	12	0
O=C1c2ccccc2NC2CCCCCN12 (centres undefined)	8	-6	-0.4	-19	-4	3	-2	-5	-2
N#Cc1c(Cl)nc(SCc2ccccc2)nc1-c1ccccc1	4	-42	1.5	-28	-2	-1	-9	5	-19
COc1ccc(-c2c(NC(=O)C(C)C)n(C)c3ccccc3c2=O)cc1	-1	-10	0.5	5	1	3	-14	4	-19
C=CCSc1nccc(-c2nn(-c3ccc(C)cc3)ccc2=O)n1	2	-19	-2.0	37	37*	46*	-7	-9	-3
Cc1nnc(NC(=O)CSc2nc(C3CCCCC3)nc3ccccc23)s1	-2	-9	-2.1	3	0	7	8	-24	5
CCCCn1nc2cc(C(=O)NCc3ccccc3)ccc2c1OCC	4	-1	1.2	50	-2	1	8	14	-12
N/C(=N\OC(=O)c1cccc2ccccc12)c1ccc(Br)cc1	1	-10	1.7	60	0	5	11	-21	6
CSc1n[nH]c(NC(=O)c2c(-c3c(Cl)cccc3Cl)noc2C)n1	.	-6	-1.7	-13	-1	-3	16	5	17
Cc1c(C#N)c2ccccc2n1CC(=O)O	-3	-13	1.4	40	-3	3	9	8	4
N/C(=N\c1nc(C(F)(F)F)cc(=O)[nH]1)Nc1ccc(Cl)cc1	9	-15	1.4	53	-3	2	-9	-11	15
COc1cc(CNCCCO)ccc1OCC(=O)NC(C)(C)C	0	-1	0.6	9	3	0	-11	-17	1
Cn1c(SCC(=O)N2CCCCCC2)nc2c([nH]c3ccccc32)c1=O	-2	1	3.2	-5	2	6	-8	-12	-2
COc1cc(C(C(=O)NC2CCCCC2)N(Cc2ccco2)C(=O)c2cnccn2)cc(OC)c1OC (centres undefined)	6	12	-1.0	13	-1	1	3	-8	3
O=C(CN1CCOCC1)N/N=C/c1ccccc1	-1	-9	0.6	12	-2	2	10	3	-2
COCCNC(=O)c1ccccc1-c1nc(-c2ccccc2OC)no1	8	-4	1.3	12	-2	4	-6	-14	-4
CC(NC(=O)CSc1nnc(CC(=O)Nc2ccc(Cl)c(Cl)c2)n1C)c1ccccc1 (centres undefined)	6	-15	0.8	42	2	6	9	1	-3

(continued)
SMILES	NPY-Y1 antag	NCF1 inh	S1P4 ag	CHOP inh	Ba/F3 V617F tox	BaF3 parental	NPY-Y1 PAM-ag	S1P4 antag	NPY-Y2 PAM-ag
CC(C(=O)NCCc1nc2ccccc2[nH]1)n1cc([N+](=O)[O-])cn1 (centres undefined)	-3	-2	-1.5	38	2	3	-9	-4	-6
COC(=O)CN1C(=O)S/C(=C/c2ccc(N3CCCCC3)o2)C1=O	-4	-264	-1.0	31	-3	2	27	-2	6
CCn1c(SCc2ccc(F)cc2)nnc1C1CCN(S(=O)(=O)c2ccc(OC)cc2)CC1	-3	-4	-1.7	-5	-1	7	-19	-5	-14
CC(C)(C)c1ccc(C(=O)C=[N+]=[N-])cc1	-5	-13	1.4	29	3	3	1	7	-7

Arranged by molecular weight (ascending): 12 of the compounds above.
SMILES	NPY-Y1 antag	NCF1 inh	S1P4 ag	CHOP inh	Ba/F3 V617F tox	BaF3 parental	NPY-Y1 PAM-ag	S1P4 antag	NPY-Y2 PAM-ag
Cc1c(C#N)c2ccccc2n1CC(=O)O	-3	-13	1.4	40	-3	3	9	8	4
O=C(CN1CCOCC1)N/N=C/c1ccccc1	-1	-9	0.6	12	-2	2	10	3	-2
COc1cc(CNCCCO)ccc1OCC(=O)NC(C)(C)C	0	-1	0.6	9	3	0	-11	-17	1
CC(C(=O)NCCc1nc2ccccc2[nH]1)n1cc([N+](=O)[O-])cn1 (centres undefined)	-3	-2	-1.5	38	2	3	-9	-4	-6
COC(=O)CN1C(=O)S/C(=C/c2ccc(N3CCCCC3)o2)C1=O	-4	-264	-1.0	31	-3	2	27	-2	6
CCCCn1nc2cc(C(=O)NCc3ccccc3)ccc2c1OCC	4	-1	1.2	50	-2	1	8	14	-12
COCCNC(=O)c1ccccc1-c1nc(-c2ccccc2OC)no1	8	-4	1.3	12	-2	4	-6	-14	-4
N/C(=N\OC(=O)c1cccc2ccccc12)c1ccc(Br)cc1	1	-10	1.7	60	0	5	11	-21	6
Cn1c(SCC(=O)N2CCCCCC2)nc2c([nH]c3ccccc32)c1=O	-2	1	3.2	-5	2	6	-8	-12	-2
CSc1n[nH]c(NC(=O)c2c(-c3c(Cl)cccc3Cl)noc2C)n1	.	-6	-1.7	-13	-1	-3	16	5	17
CC(NC(=O)CSc1nnc(CC(=O)Nc2ccc(Cl)c(Cl)c2)n1C)c1ccccc1 (centres undefined)	6	-15	0.8	42	2	6	9	1	-3
COc1cc(C(C(=O)NC2CCCCC2)N(Cc2ccco2)C(=O)c2cnccn2)cc(OC)c1OC (centres undefined)	6	12	-1.0	13	-1	1	3	-8	3

The order is random, and some 7.1% of all compounds hit somewhere here.
